Assay outcomes as filed in PubChem BioAssay.
CHRM5 PAM = CHRM5 positive allosteric modulation. activation, % at 3 µM. 360,000 compounds, 0.3% hits. CHO-K1 hM5, Fluo-8 calcium, ACh EC20 PAM; 0% = ACh EC20, 100% = ACh EC100. P08912;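 active = activation above the run cutoff, the mean activation of all test compounds plus 3 SD, cut at about 18% in these data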
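Probe or stimulus: acetylcholine, EC20 level; Assay system: human M5 receptor in CHO-K1 cells; Schedule: compound preincubation 140 s before EC20 acetylcholine addition; Technique: intracellular calcium via Fluo-8 fluorescence; Dosing: single-point, 3 µM nominal; Read-out basis: percent activation from peak-over-basal fluorescence ratio, scaled EC20-to-EC100 acetylcholine; Repeats: one well per compound, no replicates.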
TAAR1 agonist = human TAAR1 agonism | Q96RJ0 | CHO RD-HGA16 TAAR1, Fluo-8 calcium fluorescence; vehicle wells 0%, saturating PEA agonist 100% | activation, % at 3 µM | 360,000 compounds, 0.99% hits | AID 624467;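 active = activation above the mean activation of all test compounds in the run plus 3 SD, cut at about 38% in these data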
Target sequence (Q96RJ0 whole entry, looked up): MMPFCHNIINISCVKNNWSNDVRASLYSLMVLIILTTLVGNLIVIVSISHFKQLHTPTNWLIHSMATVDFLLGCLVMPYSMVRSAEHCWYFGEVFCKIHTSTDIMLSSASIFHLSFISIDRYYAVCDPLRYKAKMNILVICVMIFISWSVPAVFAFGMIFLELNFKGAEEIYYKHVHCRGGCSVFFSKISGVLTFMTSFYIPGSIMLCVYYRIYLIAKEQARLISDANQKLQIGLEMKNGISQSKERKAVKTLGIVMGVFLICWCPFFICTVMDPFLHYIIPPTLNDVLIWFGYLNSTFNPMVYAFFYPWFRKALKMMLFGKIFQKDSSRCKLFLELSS
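System: CHO-derived RD-HGA16 cells with stable Gα16 and human TAAR1 / Times: 17-24 h plating, Fluo-8 75 min 37 °C, 30 min RT / Technique: calcium-sensitive Fluo-8 signal, excitation 470-495, emission 515-575 nm / Measure: % activation relative to PEA EC100 response / Benchmarks: DMSO and PEA EC100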
CHRM4 antagonist = antagonists of human muscarinic M4 receptor (CHRM4). P08173. 360,000 compounds, 0.73% hits. CHO-hM4 cells, ACh EC80, Fluo-8 calcium fluorescence. inhibition, % at 3 µM. AID 624125;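 active = inhibition above its plate's cutoff, the mean inhibition of sample wells plus 3 SD, cut at about 27% in these data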;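 also: 0% = acetylcholine EC80 with DMSO and 100% = DMSO without agonist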
CHRM5 agonist = agonists of human muscarinic M5 receptor (CHRM5) | 360,000 compounds, 0.19% hits | CHO-K1 hM5 cells, Fluo-8 calcium fluorescence; 0% DMSO wells, 100% maximal acetylcholine response | activation, % at 3 µM | AID 624037 | P08912;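 active = activation above the run's mean over test compounds plus 3 SD, cut at about 23% in these data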;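 also: signal is peak over basal fluorescence ratio across the kinetic read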
M5 antag = blocks acetylcholine activation of human M5 receptor; inhibition, % at 3 µM; CHO-hM5 cells, Fluo-8 calcium fluorescence, ACh EC80; P08912; 360,000 compounds, 0.59% hits;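 active = inhibition above a per-plate cutoff, the mean of that plate's test compounds plus 3 SD, cut at about 27% in these data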;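 also: 0% = acetylcholine EC80 with DMSO and 100% = DMSO without agonist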
CHRM4 agonist = agonists of human muscarinic M4 receptor (CHRM4) | P08173 | CHO-K1 hM4/Gqi5, Fluo-8 calcium fluorescence; vehicle 0%, full acetylcholine response 100% | activation, % at 3 µM | 360,000 compounds, 0.14% hits | AID 624127;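 active = activation above the run mean over all test wells plus 3 SD, cut at about 32% in these data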;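 also: peak over basal fluorescence ratio per well then scaled between controls; 0% = DMSO wells and 100% = acetylcholine at EC100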
CHRM1 antagonist = antagonists of human M1 muscarinic receptor. P11229. 360,000 compounds, 1.3% hits. inhibition, % at 3 µM. CHO-K1 hM1, Fluo-8 calcium fluorescence, ACh EC80 antagonist. AID 588852;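 active = percent inhibition above its own plate's cutoff, namely the mean of that plate's compound wells plus 3 SD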;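 also: peak over basal fluorescence ratio during 140 s after agonist addition; 0% = ACh EC80 plus DMSO and 100% = DMSO alone without agonist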
Target sequence (P11229 whole entry, looked up): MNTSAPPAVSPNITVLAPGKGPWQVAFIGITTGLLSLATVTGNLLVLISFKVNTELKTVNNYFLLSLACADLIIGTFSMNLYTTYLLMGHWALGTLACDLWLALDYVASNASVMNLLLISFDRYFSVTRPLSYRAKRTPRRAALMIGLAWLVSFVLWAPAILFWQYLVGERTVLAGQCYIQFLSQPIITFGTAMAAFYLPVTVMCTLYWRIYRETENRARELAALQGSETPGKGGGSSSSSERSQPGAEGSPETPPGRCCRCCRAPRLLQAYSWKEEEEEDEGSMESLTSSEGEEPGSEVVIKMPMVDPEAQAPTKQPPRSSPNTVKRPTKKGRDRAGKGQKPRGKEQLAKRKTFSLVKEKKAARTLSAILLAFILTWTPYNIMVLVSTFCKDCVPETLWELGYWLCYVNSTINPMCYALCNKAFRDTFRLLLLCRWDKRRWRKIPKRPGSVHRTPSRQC
M1 ag = human M1 muscarinic receptor agonism. P11229. CHO-K1 hM1, Fluo-8 calcium fluorescence, agonist mode; 0% DMSO, 100% acetylcholine EC100. activation, % at 3 µM. 360,000 compounds, 0.33% hits;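 active = activation above the run's mean compound activation plus 3 SD, cut at about 16% in these data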;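 also: peak over basal fluorescence ratio within a 140 s kinetic read after compound addition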
CHRM1 PAM = human CHRM1 positive allosteric modulation. AID 588819. CHO-K1 hM1, Fluo-8 calcium fluorescence, ACh EC20; 0% = ACh EC20, 100% = maximal ACh. activation, % at 3 µM. P11229. 360,000 compounds, 0.088% hits; in the data active = activation above about 19%, passing the limit was not always enough
Starred values were filed as active, the others as inactive; nt = not tested or not shown.

cpd	CHRM5 PAM	TAAR1 agonist	CHRM4 antagonist	CHRM5 agonist	M5 antag	CHRM4 agonist	CHRM1 antagonist	M1 ag	CHRM1 PAM	structure
1	-4	0	14	-1	-2	1	-18	-4	13	CCCCNC(=O)C1(C)CCN1C(=O)Cc1cccc2ccccc12 (stereo unspecified)
2	-3	1	6	-2	7	0	-16	-4	-3	CCN(Cc1ccccc1)C(c1ccncc1)c1nnnn1C(C)(C)C (stereo unspecified)
3	4	1	-2	-3	-1	0	-13	-4	4	COC(=O)N1CN(C(=O)OC)CN(C(=O)OC)C1
4	-1	0	-2	0	1	0	-8	-5	7	CN1C(=O)[C@H]2[C@@H](c3ccccc3)N[C@]3(CCCN(Cc4ccc(F)cc4)C3=O)[C@H]2C1=O
5	5	0	-13	-4	-6	4	nt	nt	nt	CCC(C(=O)NCc1ccccc1)n1c(-c2ccc3c(c2)CCO3)nc2ccccc21 (stereo unspecified)
6	-5	8	-10	-7	1	6	-1	-6	-2	CSCCC(/C(O)=C(\C#N)c1nc2ccccc2[nH]1)N1C(=O)c2ccccc2C1=O (stereo unspecified)
7	-10	2	6	-1	19	1	1	-6	3	CC(NC(=O)COc1cc(=O)n(C)c2ccccc12)c1ccc2c(c1)OCCO2 (stereo unspecified)
8	4	4	-2	-3	-2	0	8	-4	4	CCOC(=O)CCNC(=O)N1CCCC(CCC(=O)N(C)CCc2ccccn2)C1 (stereo unspecified)
9	-15	0	4	0	16	18	9	-8	-17	COc1ccc(Nc2nccc(N(C)C)c2C#N)cc1
10	-1	2	-1	-4	-10	10	6	-6	2	CN1CCN(C(=O)CCN2C(=O)S/C(=C/c3ccc(Cl)cc3)C2=O)CC1
11	2	0	-11	2	-7	0	nt	nt	nt	O=C(NCc1ccccn1)[C@@H]1CCCN1C(=O)[C@@H]1CCCN1C(=O)c1cccc2ccccc12
12	-1	7	-3	-3	0	2	-1	-6	1	c1ccc2cc(OCCN3CCCC3)ccc2c1
13	-11	11	-7	6	13	13	10	2	-7	OC(CNc1ncnc2sccc12)c1ccccc1 (stereo unspecified)
14	-5	5	-8	2	1	3	-12	-3	6	CC(C)c1ccc(S(=O)(=O)N2CCN(C(=O)C3CCCC3)CC2)cc1
15	-1	1	-5	2	-1	0	3	-4	1	O=C(O)c1ccc(NC(=O)C2CCN(S(=O)(=O)c3ccc4c(c3)OCCO4)CC2)cc1
16	1	3	9	0	-9	0	3	-6	4	COc1ccc(C(=O)NNC(=O)c2ccccc2[N+](=O)[O-])cc1
17	4	2	0	2	-4	0	-9	-1	9	CCCCOC(=O)CCc1c(C)[nH]c(=S)[nH]c1=O
18	0	0	-4	1	1	0	-8	-2	9	Cc1c(NC(=O)C(C)N2C(=O)C3C4C=CC(C4)C3C2=O)c(=O)n(-c2ccccc2)n1C (stereo unspecified)
19	-3	4	7	3	10	12	3	-4	-2	Cc1nn(-c2ccccc2)nc1CNC(=O)C1CCC1
20	6	5	0	-2	9	0	2	-4	5	Cc1ccc(C(c2nnnn2CC2CCCO2)N2CCN(C)CC2)cc1 (stereo unspecified)
21	-1	3	-1	-4	-2	3	0	-1	2	Cc1cccc(OCCn2c(CCCO)nc3ccccc32)c1
22	-2	3	17	0	1	2	13	-4	-6	COc1ccc(OCC(=O)NNC(=O)c2cc3ccccc3o2)cc1
23	-4	-3	1	-2	8	0	0	-7	1	COc1ccc(C(=O)N[C@H](C(=O)NCCCSc2ccccc2)C(C)C)cc1
24	0	4	1	-2	4	1	-10	-4	5	CC1(C)CC(=O)C=C(NCCc2ccc(S(N)(=O)=O)cc2)C1
25	-14	6	-11	-8	-7	0	7	-7	3	COc1cc(C(=O)NCC(=O)N/N=C(/C)c2ccc3c(c2)CCCC3)cc(OC)c1OC
26	-2	17	1	0	11	1	2	-7	3	Cc1ccc(S(=O)(=O)N2[C@@H](c3cccc(Cl)c3)C(C(=O)O)=CC[C@H]2c2ccc(Cl)c(Cl)c2)cc1
27	-3	4	1	4	-6	0	11	-2	-4	Cc1ccccc1NC1=CC(=O)CC(C)(C)C1
28	-3	3	-1	0	0	2	8	0	-2	COC(=O)c1ccc(NS(=O)(=O)c2ccc(-c3cc(C)no3)s2)cc1
29	-16	3	-4	-1	16	15	14	-3	-5	COc1cc2c(cc1OC)C(C)N(S(=O)(=O)c1cccs1)CC2 (stereo unspecified)
30	-1	0	-19	-2	-4	2	4	-7	1	CC(C)=C(c1ccc(Cl)cc1)c1c(N)ncnc1N
31	5	5	-2	7	-8	1	-8	-2	6	O=C(c1cc2ccccc2oc1=O)N1CCCN(C(=O)c2cc3ccccc3oc2=O)CC1
32	-7	-1	-6	-4	0	1	2	-2	3	O=c1cc(-c2ccccc2)nc2cc(-c3ccc(Br)cc3)[nH]n12
33	2	7	-6	0	2	2	-5	-2	0	Cc1ccc(C2=NN3C(C2)c2ccccc2OC32C(=O)Nc3ccccc32)cc1 (stereo unspecified)
34	-4	4	-7	2	2	2	-8	0	8	Cc1ccc(CN2CC(C(=O)Nc3ccccc3N3CCCC3)CC2=O)cc1 (stereo unspecified)
35	-2	8	-7	1	12	1	-9	-7	2	COc1ccc(/C(N)=N/OC(=O)Cc2ccc(C)cc2)cc1OC
36	-6	8	4	4	10	4	-2	-2	0	CCNC(=O)CC1C(=O)N(c2ccc(F)cc2)C(=O)N1Cc1ccc(OC)cc1 (stereo unspecified)

Overlap with the part before: three compounds; new compounds follow.
cpd	CHRM5 PAM	TAAR1 agonist	CHRM4 antagonist	CHRM5 agonist	M5 antag	CHRM4 agonist	CHRM1 antagonist	M1 ag	CHRM1 PAM	structure
34	-4	4	-7	2	2	2	-8	0	8	Cc1ccc(CN2CC(C(=O)Nc3ccccc3N3CCCC3)CC2=O)cc1 (stereo unspecified)
35	-2	8	-7	1	12	1	-9	-7	2	COc1ccc(/C(N)=N/OC(=O)Cc2ccc(C)cc2)cc1OC
36	-6	8	4	4	10	4	-2	-2	0	CCNC(=O)CC1C(=O)N(c2ccc(F)cc2)C(=O)N1Cc1ccc(OC)cc1 (stereo unspecified)
37	0	2	-9	-1	-1	1	-18	-7	10	Cc1ccccc1-c1cnc(C(O)c2c(C)cccc2C)[nH]1 (stereo unspecified)
38	-4	1	10	-4	5	0	0	-2	0	CC(Oc1ccc([N+](=O)[O-])cc1)C(=O)NCC1CCCO1 (stereo unspecified)
39	0	1	-7	4	10	1	-5	-3	4	COc1ccc(C(=O)NNC(=O)c2cccc(F)c2)cc1
40	0	2	-11	-1	0	4	-12	-1	2	COC(=O)c1ccc(C(=O)OC)c(NC(=S)N2CCN(C(=O)C3CCCO3)CC2)c1 (stereo unspecified)
41	-1	0	5	-2	12	-1	0	-9	0	CC1(OC(=O)CCc2ccccc2)C(=O)C=C2C=C(c3ccc(C#N)cc3)N(C3CCCCC3)C=C2C1=O (stereo unspecified)
42	1	2	-11	-7	-3	0	-24	-4	4	COc1cc(C)c(C)cc1S(=O)(=O)N1CCN(Cc2ccc3c(c2)OCO3)CC1
43	-2	1	-9	1	6	4	-27	-4	9	CCCCN(C)C(=O)C1CCN(c2ccc(S(=O)(=O)N3CCOCC3)cc2[N+](=O)[O-])CC1
44	1	5	-29	-9	-9	0	-1	-2	11	O=C(CNC(=O)c1cc(-c2ccccc2)nn1-c1ccccc1)Nc1ccccc1Br
45	-1	8	-6	7	-4	6	-2	3	3	CC(Oc1ccc(Cl)cc1)C(=O)Nc1cccc(S(=O)(=O)N2CCOCC2)c1 (stereo unspecified)
46	2	7	-1	1	0	5	-35	3	11	Cc1cc(NC(=O)CC(C)(C)C)nc2c1c(=O)oc1ccccc12
47	-11	10	0	0	12	7	15	-2	-10	O=C(Cn1nnc(-c2ccc(S(=O)(=O)N3CCCC3)cc2)n1)Nc1ccccc1-n1cccc1
48	-5	7	-6	-2	3	-1	-3	-6	2	CC(=O)/C(=N/Nc1ccc(Br)cc1)Sc1cccc2cccnc12

Full records from above:
Results for Cc1cc(NC(=O)CC(C)(C)C)nc2c1c(=O)oc1ccccc12 → CHRM5 PAM = 2; TAAR1 agonist = 7; CHRM4 antagonist = -1; CHRM5 agonist = 1; M5 antag = 0; CHRM4 agonist = 5; CHRM1 antagonist = -35; M1 ag = 3; CHRM1 PAM = 11
Results for CC(Oc1ccc(Cl)cc1)C(=O)Nc1cccc(S(=O)(=O)N2CCOCC2)c1 (stereo unspecified) → CHRM5 PAM = -1; TAAR1 agonist = 8; CHRM4 antagonist = -6; CHRM5 agonist = 7; M5 antag = -4; CHRM4 agonist = 6; CHRM1 antagonist = -2; M1 ag = 3; CHRM1 PAM = 3
Results for CC(Oc1ccc([N+](=O)[O-])cc1)C(=O)NCC1CCCO1 (stereo unspecified) → CHRM5 PAM = -4; TAAR1 agonist = 1; CHRM4 antagonist = 10; CHRM5 agonist = -4; M5 antag = 5; CHRM4 agonist = 0; CHRM1 antagonist = 0; M1 ag = -2; CHRM1 PAM = 0

Only CHRM5 PAM (four entries from above):
cpd | SMILES | CHRM5 PAM
40 | COC(=O)c1ccc(C(=O)OC)c(NC(=S)N2CCN(C(=O)C3CCCO3)CC2)c1 (stereo unspecified) | 0
47 | O=C(Cn1nnc(-c2ccc(S(=O)(=O)N3CCCC3)cc2)n1)Nc1ccccc1-n1cccc1 | -11
41 | CC1(OC(=O)CCc2ccccc2)C(=O)C=C2C=C(c3ccc(C#N)cc3)N(C3CCCCC3)C=C2C1=O (stereo unspecified) | -1
44 | O=C(CNC(=O)c1cc(-c2ccccc2)nn1-c1ccccc1)Nc1ccccc1Br | 1

The list continues.
cpd	CHRM5 PAM	TAAR1 agonist	CHRM4 antagonist	CHRM5 agonist	M5 antag	CHRM4 agonist	CHRM1 antagonist	M1 ag	CHRM1 PAM	structure
49	-22	11	-1	6	10	16	7	-2	-2	COc1cc(C(=O)NCC(=O)OCc2ccc(F)cc2)cc(OC)c1OC
50	4	0	-9	3	-1	1	-10	-3	9	CCN1CCN(S(=O)(=O)c2ccc(Cl)c(C(=O)NCc3ccco3)c2)CC1
51	1	3	-4	-3	4	0	-14	-6	2	COc1ccccc1-n1cnc2cc(C(=O)NCCCN3CCOCC3)ccc21
52	0	-1	3	-1	7	2	0	-6	3	COC(=O)c1ccc(CNC(=O)C23CC4CC(CC(C4)C2)C3)cc1
53	0	3	-5	-2	4	4	-13	-5	7	COc1cc(C(=O)OCC(=O)N2CCC(Cc3ccccc3)CC2)cc(OC)c1OC
54	-3	2	2	0	4	2	-1	-5	0	COc1cc(C2NC(=O)NC(C)=C2C(=O)OC2CCCC(C)C2)ccc1O (stereo unspecified)
55	3	0	-2	-3	4	2	-2	-2	5	CNC(=O)c1cccc(NC(=O)CCCNC(=O)c2ccc(Cl)cc2)c1

Some of the compounds tested. The share of hits here may be higher or lower than overall.
